# IL2 activator = activates IL-2 in a cell-based reporter assay; IL-2 activation reporter assay, cell-based qHTS; stimulated with anti-CD3/CD4/CD28 beads; in transgenic mouse T cells; activation, % (series mostly up to about 46 µM); 360,000 compounds, 0.065% hits; AID 652025; in the data active means activation above about 50%; inconclusive means mostly about 30% to 49%; further: 0% is about no effect
#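 Readout: EGFP and DsRed signals by fluorescent plate cytometry. Unstimulated transgenic mouse T cells received compound 60 min before antibody-bead stimulation, then incubated 18 h at 37 degrees C.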
# EPAC1 antagonist = EPAC1 (human) antagonism; 360,000 compounds, 0.14% hits; Potency, µM (series often up to 115 µM), for the others: at the top dose activity change, negative = inhibition, hits mostly inhibitors; EPAC1 GEF assay, Rap1b-BODIPY-GDP exchange fluorescence;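 further: potency means the concentration at half of the fitted maximal effect; plate controls were vehicle for no effect and positive control for full effect; nearly all actives have a fitted effect of over 50% in size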
# Target sequence (O95398 whole entry, looked up): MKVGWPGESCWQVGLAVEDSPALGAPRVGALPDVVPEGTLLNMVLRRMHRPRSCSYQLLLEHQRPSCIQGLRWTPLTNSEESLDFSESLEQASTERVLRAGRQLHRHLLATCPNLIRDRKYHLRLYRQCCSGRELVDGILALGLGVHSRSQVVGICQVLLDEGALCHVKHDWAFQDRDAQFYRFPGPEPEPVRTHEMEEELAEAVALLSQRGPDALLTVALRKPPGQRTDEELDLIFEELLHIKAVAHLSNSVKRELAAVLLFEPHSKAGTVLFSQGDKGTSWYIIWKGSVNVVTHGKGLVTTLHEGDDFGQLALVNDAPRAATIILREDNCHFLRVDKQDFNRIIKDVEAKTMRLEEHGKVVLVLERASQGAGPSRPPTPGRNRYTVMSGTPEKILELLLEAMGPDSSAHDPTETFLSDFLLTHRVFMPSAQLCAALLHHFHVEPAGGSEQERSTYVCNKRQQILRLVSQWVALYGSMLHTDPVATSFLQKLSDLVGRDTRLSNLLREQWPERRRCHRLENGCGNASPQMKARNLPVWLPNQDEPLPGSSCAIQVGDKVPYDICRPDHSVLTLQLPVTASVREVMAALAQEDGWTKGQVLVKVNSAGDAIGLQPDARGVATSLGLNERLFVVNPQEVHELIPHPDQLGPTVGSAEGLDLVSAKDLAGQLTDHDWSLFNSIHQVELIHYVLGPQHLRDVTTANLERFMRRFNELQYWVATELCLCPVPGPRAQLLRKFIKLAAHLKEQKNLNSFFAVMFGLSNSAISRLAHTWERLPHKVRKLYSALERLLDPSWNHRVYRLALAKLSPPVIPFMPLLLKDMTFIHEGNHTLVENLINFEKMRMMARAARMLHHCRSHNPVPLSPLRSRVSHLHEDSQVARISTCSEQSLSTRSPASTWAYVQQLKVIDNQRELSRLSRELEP
# CCT modulator = changes cytosolic chaperonin activity | purified chaperonin ATPase assay, HTRF ADP detection, 30 min | activity change, % (test concentration not listed), hits read low | 360,000 compounds, 0.3% hits; in the data active means activity change below about -30%; further: on the % scale 0 is the no-effect control and ±100 the full control effect
#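 First, chaperonin was dispensed at 40 nM or 20 nM final depending on batch activity. Next, compounds were pinned at 76 uM and ATP added at 10 uM. After 30 min at 37 °C, ADP detection reagents ran 30 min at ambient temperature.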
# WRN helicase inh = blocks human WRN helicase; Potency, µM (titrated, usually from 114 µM), for the others: at the highest dose activity change, negative = inhibition, hits mostly inhibitors; 360,000 compounds, 0.46% hits; WRN helicase unwinding, fluorescent forked duplex, kinetic; AID 651768; further: potency means the concentration at half of the fitted maximal effect; on the % scale 0 is the no-effect control and ±100 the full control effect; nearly all actives have a fitted effect of over 55% in size
#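 Screening of the MLSMR collection measured strand separation of a quenched forked DNA duplex (100 nM) by 20 nM WRN with 2 mM ATP, all final. Compounds were preincubated with enzyme 15 min at room temperature.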
# EPAC2 agonist = activates human EPAC2 exchange factor | EPAC2 activation, biochemical qHTS; response scale: 100% = 6.5 mM cAMP response | Potency, µM (top dose mostly 154 µM), inactives show top-dose activation, usual class: activators | 360,000 compounds, 0.079% hits | Q8WZA2 | AID 720711; further: potency means the concentration at half of the fitted maximal effect; nearly all actives have a fitted effect of over 50% in size
#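 Compounds were added across a concentration range to EPAC2 (100 nM), RAP1B-BODIPY-GDP (250 nM) and GDP (50 uM). After 5 min at room temperature, fluorescence was recorded at 5-min intervals for 30 min.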
# PI5P4Ka inh = inhibitors of human PI5P4K alpha; P48426; PI5P4Kalpha enzyme, ADP-Glo luminescence, 60 min; stronger effect = lower value; 330,000 compounds, 1.2% hits; max response, %; active means max response of -50% or lower; inconclusive means between -30% and -50%; inactive means -30% or higher; further: value at the top dose of about 77 µM; on the % scale 0 is the no-effect control and ±100 the full control effect
#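 PI5P4Kalpha ADP-Glo assay; 5 microM ATP final; 60 min RT reaction; HEPES pH 7.4/EGTA/CHAPS, 5% DMSO; controls lacking substrate or enzyme; luminescent end-point.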
# EPAC1 ag = EPAC1 (human) agonism. 360,000 compounds, 0.073% hits. O95398. EPAC1 agonist qHTS, biochemical assay; response scale: 100% = response to 6.5 mM cAMP. Potency, µM (series often up to 154 µM), for inactives: top-dose activation, most hits filed as activators; further: potency means the concentration at half of the fitted maximal effect; nearly all actives have a fitted effect of over 60% in size
#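 Multi-concentration qHTS readout: loss of Rap1B-bound BODIPY-GDP fluorescence driven by 100 nM EPAC1 with excess GDP (50 uM), monitored kinetically at room temperature; agonist response expressed relative to 6.5 mM cAMP.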
# PLK1 PBD inh = inhibitors of human PLK1 polo-box domain binding; Potency, µM, without a hit: max response, negative = inhibition, hits mostly inhibitors; AID 720504; Plk1 PBD binding of FITC phosphopeptide, fluorescence polarization; 360,000 compounds, 2.8% hits; P53350; further: potency means the concentration at half of the fitted maximal effect; series mostly up to about 57 µM; on the % scale 0 is the no-effect control and ±100 the full control effect; nearly all actives have a fitted effect of over 65% in size
# * hit, by the source's call; ? = inconclusive; / = not tested or not shown; [ ] = another dose, or the depositor's remark. Unless noted, the call rests on the fitted dose curve; in most records, active means well fitted curve in the direction sought with a large enough effect; inconclusive means small, poorly fitted or top-dose-only effect, or another doubt; inactive means no such curve, though single readings can be large; an effect the other way counts as inactive or inconclusive. Only part of the results is shown. The share of hits here may be higher or lower than overall.
SMILES,IL2 activator,EPAC1 antagonist,CCT modulator,WRN helicase inh,EPAC2 agonist,PI5P4Ka inh,EPAC1 ag,PLK1 PBD inh
CN(c1ccc(C(=O)N2CCN(c3ccc(F)cc3)CC2)cc1)S(C)(=O)=O,-1.0,-1%,1.0,-2%,8%,?,-8%,3.4µM*
O=C(CCNC(=O)N1CC(=O)Nc2ccccc21)Nc1ccc(F)c(Cl)c1,1.2,-2%,2.2,-1%,9%,0,-13%,2%
CCOC(=O)CN(C(=O)CNC(=O)c1ccco1)C(C(=O)NC1CCCCC1)c1cccs1 (centres undefined),-0.5,-8%,-2.7,-7%,-4%,-3,9%,6%
Cc1ccc(Nc2nc(Oc3ccc(=O)[nH]n3)nc(N(C)C)n2)cc1,0.3,-1%,1.2,1%,4%,-7,-7%,-7%
CC(C)Oc1ccc(S(=O)(=O)N2CCOCC2)cc1NC(=O)C1CCCC1,-0.3,-12%,-0.9,2%,9%,4,5%,4%
Cc1ccc(/C=N/NC(=O)c2nnn(-c3nonc3N)c2-c2ccccc2)o1,-0.9,-20%,0.3,-2%,1%,1,4%,-9%
CC(C)Cc1nnc(NC(=O)CCC(=O)N2CCN(c3ccc([N+](=O)[O-])cc3)CC2)s1,-3.5,7%,2.3,2%,2%,1,2%,-3%
C#CCOCCOCCOCCNc1nc(N2CCN(C(=O)Cn3cc(CC(C)O)nn3)CC2)nc(N2CCN(C(=O)[C@H]([C@@H](C)O)n3cc(CCCCN)nn3)CC2)n1 (some centres undefined),1.1,-4%,-0.6,-1%,10%,1,-7%,-1%
O=C(NCCCN1CCCC1=O)c1ccccc1NS(=O)(=O)c1ccc(F)cc1,-2.2,-4%,-0.1,-5%[57.1 µM],5%,/,2%,-7%
O=C1C2C3CCCC3=C3CCCC3C2C(=O)N1c1ccccc1 (centres undefined),-0.1,3%,-0.4,3%,13%,-2,-3%,-13%

# Shown with values under each structure: entries from further up.
# Each structure is followed by: IL2 activator, EPAC1 antagonist, CCT modulator, WRN helicase inh, EPAC2 agonist, PI5P4Ka inh, EPAC1 ag, PLK1 PBD inh
- O=C(CCNC(=O)N1CC(=O)Nc2ccccc21)Nc1ccc(F)c(Cl)c1
 : 1.2, -2%, 2.2, -1%, 9%, 0, -13%, 2%
- CCOC(=O)CN(C(=O)CNC(=O)c1ccco1)C(C(=O)NC1CCCCC1)c1cccs1 (centres undefined)
 : -0.5, -8%, -2.7, -7%, -4%, -3, 9%, 6%
- Cc1ccc(Nc2nc(Oc3ccc(=O)[nH]n3)nc(N(C)C)n2)cc1
 : 0.3, -1%, 1.2, 1%, 4%, -7, -7%, -7%
- CC(C)Oc1ccc(S(=O)(=O)N2CCOCC2)cc1NC(=O)C1CCCC1
 : -0.3, -12%, -0.9, 2%, 9%, 4, 5%, 4%
- Cc1ccc(/C=N/NC(=O)c2nnn(-c3nonc3N)c2-c2ccccc2)o1
 : -0.9, -20%, 0.3, -2%, 1%, 1, 4%, -9%
- CC(C)Cc1nnc(NC(=O)CCC(=O)N2CCN(c3ccc([N+](=O)[O-])cc3)CC2)s1
 : -3.5, 7%, 2.3, 2%, 2%, 1, 2%, -3%
- C#CCOCCOCCOCCNc1nc(N2CCN(C(=O)Cn3cc(CC(C)O)nn3)CC2)nc(N2CCN(C(=O)[C@H]([C@@H](C)O)n3cc(CCCCN)nn3)CC2)n1 (some centres undefined)
 : 1.1, -4%, -0.6, -1%, 10%, 1, -7%, -1%
- O=C(NCCCN1CCCC1=O)c1ccccc1NS(=O)(=O)c1ccc(F)cc1
 : -2.2, -4%, -0.1, -5%[57.1 µM], 5%, /, 2%, -7%
- O=C1C2C3CCCC3=C3CCCC3C2C(=O)N1c1ccccc1 (centres undefined)
 : -0.1, 3%, -0.4, 3%, 13%, -2, -3%, -13%

# (listing goes on)
SMILES,IL2 activator,EPAC1 antagonist,CCT modulator,WRN helicase inh,EPAC2 agonist,PI5P4Ka inh,EPAC1 ag,PLK1 PBD inh
O=S(=O)(NCCS(=O)(=O)N1CCN(c2ccc(F)cc2)CC1)c1ccc(F)cc1,-3.5,10%,1.1,1%,-2%,3,-11%,9%
c1ccc2c(-c3nc(-c4ccncc4)no3)cccc2c1,-0.8,-19%,-2.2,-7%,14%,/,21%,-4%
Cc1ccc(C(=O)CCCn2nnc(-c3cccnc3)n2)cc1C,1.7,-14%,-1.5,2%,-5%,4,-4%,-2%
Cc1cc(C(=O)c2ccc(Cl)cc2)c(NC(=O)CCl)s1,-1.0,-21%,0.4,-9%,0%,13,9%,-16%
COc1ccc(N(CC(=O)N2CCN(c3cccc(Cl)c3)CC2)S(=O)(=O)c2c(C)noc2C)cc1,-2.9,-3%,-0.7,-7%,8%,2,3%,1%
COc1ccc(CCNC(=O)c2ccc(N(C)S(=O)(=O)c3ccc(C)cc3)cc2)cc1,-5.5,-21%,-3.2,-1%,9%,9,9%,-8%
CCOc1cc(C(C(=O)NCC2CCCO2)N(C(=O)Cn2nnc3ccccc32)c2ccccc2OC)ccc1O (centres undefined),-1.4,0%,1.9,-2%,0%,4,3%,-2%
CC1=C(C(=O)OCc2ccccc2)C(c2ccccc2OS(=O)(=O)c2ccc([N+](=O)[O-])cc2)NC(=O)N1CCCC(=O)O (centres undefined),2.7,-4%,0.7,-10%,9%,-64*,3%,-9%
CC(=O)Nc1ccc(C(=O)Nc2nnc(CCc3ccccc3)s2)cc1,-0.4,5%,2.1,8%,14%,-12,1%,2%
CC(C)(Oc1ccc(Cl)cc1)C(=O)NCCN1C(=O)S/C(=C/c2cccnc2)C1=O,-0.8,-25%,0.0,-7%,3%,3,8%,-16%
COc1ccc(N2C(=O)Cc3c2nc(N)c(C#N)c3N)cc1,-1.1,-9%,-2.0,-5%,4%,9,13%,-5%
CC1CCc2nc(N)c(C#N)c(-c3cccnc3)c2C1 (centres undefined),3.0,-6%,-0.7,3%,1%,1,-15%,-5%
O=[N+]([O-])/C(C(Cl)=C(Cl)Cl)=C(\Sc1ccccc1)N1CCCCC1,0.9,-19%,-2.2,-2%,16%,0,5%,-27%
O=C(c1ccco1)[C@@H]1[C@@H]2C(=O)N(c3ccccc3)C(=O)[C@@H]2C2c3ccccc3C=CN21 (some centres undefined),-0.8,-12%,-1.7,-14%,11%,/,9%,?
Cc1ccc(-c2cc(C(=O)NCCCN3CCOCC3)c3ccccc3n2)cc1C,-0.4,-2%,-0.4,-19%,-1%,10,-6%,2%
COc1ccc(S(=O)(=O)N(C)C)cc1NS(=O)(=O)c1ccc(F)c(F)c1F,-0.8,-11%,-1.0,-5%,30%,4,1%,-4%
COc1ccccc1CNC(=O)COC(=O)c1ccc(S(=O)(=O)N2CCCCC2)cc1,0.9,-4%,-3.4,-1%,4%,3,-1%,-4%
O=C1CCCC(=O)C1C1c2ccccc2CCN1C(=O)CCl (centres undefined),0.8,-2%,-4.2,?,-3%,4,-2%,-10%
Clc1ccc(CN(Cc2ccccc2)C(c2cccs2)c2nnnn2C2CCCC2)cc1 (centres undefined),-2.6,9%,0.3,-5%,-1%,-6,-1%,-1%
O=C(NCCc1ccccn1)c1cccc(S(=O)(=O)N2CCCCCC2)c1,-0.2,4%,-0.7,0%,-1%,1,0%,2%
COc1ccc(C(=O)NCC(=O)OCC(=O)N2CCN(S(=O)(=O)c3ccccc3)CC2)cc1,-0.1,2%,-0.6,-30%,7%,6,1%,-18%
CCOc1ccc(NC(=O)CCC(=O)Oc2ccc(C)cc2)cc1,-1.2,12%,-0.7,-2%[57.1 µM],1%,4,10%,-10%
C[C@@H]1CN([C@@H](C)CO)C(=O)CCCn2nncc2CO[C@@H]1CN(C)C(=O)Nc1ccnc(N2CCOCC2)c1,0.3,-16%,0.3,3%,-1%,-5,9%,-3%
COc1ccc2[nH]cc(CCNC(=O)C3CC(=O)N(c4ccc(Cl)cc4)C3)c2c1 (centres undefined),-0.1,7%,-3.5,-4%,15%,3,2%,-10%
Cc1ccc(C)n1-c1sc2c(c1C(=O)O)CCCC2,-1.0,-23%,0.6,?,3%,-17,-7%,17µM*
Cc1ccc(N(CC(=O)NCc2ccccn2)S(=O)(=O)c2ccccc2)cc1C,-0.3,-10%,-0.9,7%,-3%,0,8%,-6%
CCn1c(/C=C/c2cc[n+](C)cc2)nc2ccccc21,-0.9,-17%,-3.8,1%,5%,2,17%,-22%
CCOC(=O)c1c(S(=O)(=O)N2CCN(C3CCCCC3)CC2)c(C)n(C)c1C,6.7,-3%,0.0,-7%[57.1 µM],4%,3,-8%,0%
O=C(CSc1n[nH]c(-c2ccncc2)n1)Nc1ccc(Cl)c(C(=O)O)c1,-4.5,10%,0.9,-15%,1%,-19,-5%,0%
CC(C)Cc1ccc(CN2CCCC(NC(=O)CCN3CCCCC3=O)C2)cc1 (centres undefined),-2.5,6%,-0.6,5%,2%,0,-7%,7%
O=C(c1ccc(C23CC4CC(CC(C4)C2)C3)o1)N1CCOCC1,-2.0,9%,-0.4,-2%,5%,/,2%,-6%
CCOc1ccc(C(=O)N2CCN(S(=O)(=O)c3cccs3)CC2)c(OCC)c1,-3.8,-6%,2.3,-3%,3%,-3,7%,-5%
Cn1nc(-c2ccccc2)cc1NC(=O)c1ccc(Cl)cc1,-0.2,3%,-1.2,15%,-6%,0,-15%,-1%
CCSc1nnc(NC(=O)CSc2nc3c(c(=O)n2C)SC(C)C3)s1 (centres undefined),-0.6,2%,-0.2,-9%,7%,/,-5%,-9%
CC(=O)C[C@H](O)CC(=O)[C@H]1OC(=O)CCCCCCCCc2ccccc21,0.8,-7%,0.8,3%,2%,0,-16%,-6%
COc1cccc2c1OCC1COc3c(c(=O)n(C)c(=O)n3C)C21 (centres undefined),0.4,8%,-1.9,4%,3%,7,-1%,-2%
CSc1nc(N(C)C)nc(N2CC(=O)N(CCNS(=O)(=O)c3ccc(C)cc3)C2=N)n1,-2.3,-16%,-2.2,4%,-1%,2,9%,-6%
Clc1cccc(COn2c(-c3ccc(Cl)cc3Cl)nc3ncccc32)c1,-0.8,2%,-4.8,-4%,19%,6,5%,-1%
CCn1ncc(/C=N/N=C2\CCC3C4CCc5cc(O)ccc5C4CCC23C)c1C (centres undefined),-0.3,-1%,-0.5,-3%,-4%,11,3%,-1%
O=S(=O)(Nc1ncccn1)c1cc(Cl)ccc1Cl,-0.2,-5%,-2.3,2%,-5%,1,-11%,-4%
